# Assay outcomes from PubChem.
# TcdB GH inh: blocks C. difficile toxin B glycohydrolase activity | 0.24% of 350,000 active | TcdB glycohydrolase enzymatic assay, plate reader | P18177 | inhibition, % at 9.99 µM; in the data active means inhibition above about 10%
# Target sequence (P18177 whole entry, looked up): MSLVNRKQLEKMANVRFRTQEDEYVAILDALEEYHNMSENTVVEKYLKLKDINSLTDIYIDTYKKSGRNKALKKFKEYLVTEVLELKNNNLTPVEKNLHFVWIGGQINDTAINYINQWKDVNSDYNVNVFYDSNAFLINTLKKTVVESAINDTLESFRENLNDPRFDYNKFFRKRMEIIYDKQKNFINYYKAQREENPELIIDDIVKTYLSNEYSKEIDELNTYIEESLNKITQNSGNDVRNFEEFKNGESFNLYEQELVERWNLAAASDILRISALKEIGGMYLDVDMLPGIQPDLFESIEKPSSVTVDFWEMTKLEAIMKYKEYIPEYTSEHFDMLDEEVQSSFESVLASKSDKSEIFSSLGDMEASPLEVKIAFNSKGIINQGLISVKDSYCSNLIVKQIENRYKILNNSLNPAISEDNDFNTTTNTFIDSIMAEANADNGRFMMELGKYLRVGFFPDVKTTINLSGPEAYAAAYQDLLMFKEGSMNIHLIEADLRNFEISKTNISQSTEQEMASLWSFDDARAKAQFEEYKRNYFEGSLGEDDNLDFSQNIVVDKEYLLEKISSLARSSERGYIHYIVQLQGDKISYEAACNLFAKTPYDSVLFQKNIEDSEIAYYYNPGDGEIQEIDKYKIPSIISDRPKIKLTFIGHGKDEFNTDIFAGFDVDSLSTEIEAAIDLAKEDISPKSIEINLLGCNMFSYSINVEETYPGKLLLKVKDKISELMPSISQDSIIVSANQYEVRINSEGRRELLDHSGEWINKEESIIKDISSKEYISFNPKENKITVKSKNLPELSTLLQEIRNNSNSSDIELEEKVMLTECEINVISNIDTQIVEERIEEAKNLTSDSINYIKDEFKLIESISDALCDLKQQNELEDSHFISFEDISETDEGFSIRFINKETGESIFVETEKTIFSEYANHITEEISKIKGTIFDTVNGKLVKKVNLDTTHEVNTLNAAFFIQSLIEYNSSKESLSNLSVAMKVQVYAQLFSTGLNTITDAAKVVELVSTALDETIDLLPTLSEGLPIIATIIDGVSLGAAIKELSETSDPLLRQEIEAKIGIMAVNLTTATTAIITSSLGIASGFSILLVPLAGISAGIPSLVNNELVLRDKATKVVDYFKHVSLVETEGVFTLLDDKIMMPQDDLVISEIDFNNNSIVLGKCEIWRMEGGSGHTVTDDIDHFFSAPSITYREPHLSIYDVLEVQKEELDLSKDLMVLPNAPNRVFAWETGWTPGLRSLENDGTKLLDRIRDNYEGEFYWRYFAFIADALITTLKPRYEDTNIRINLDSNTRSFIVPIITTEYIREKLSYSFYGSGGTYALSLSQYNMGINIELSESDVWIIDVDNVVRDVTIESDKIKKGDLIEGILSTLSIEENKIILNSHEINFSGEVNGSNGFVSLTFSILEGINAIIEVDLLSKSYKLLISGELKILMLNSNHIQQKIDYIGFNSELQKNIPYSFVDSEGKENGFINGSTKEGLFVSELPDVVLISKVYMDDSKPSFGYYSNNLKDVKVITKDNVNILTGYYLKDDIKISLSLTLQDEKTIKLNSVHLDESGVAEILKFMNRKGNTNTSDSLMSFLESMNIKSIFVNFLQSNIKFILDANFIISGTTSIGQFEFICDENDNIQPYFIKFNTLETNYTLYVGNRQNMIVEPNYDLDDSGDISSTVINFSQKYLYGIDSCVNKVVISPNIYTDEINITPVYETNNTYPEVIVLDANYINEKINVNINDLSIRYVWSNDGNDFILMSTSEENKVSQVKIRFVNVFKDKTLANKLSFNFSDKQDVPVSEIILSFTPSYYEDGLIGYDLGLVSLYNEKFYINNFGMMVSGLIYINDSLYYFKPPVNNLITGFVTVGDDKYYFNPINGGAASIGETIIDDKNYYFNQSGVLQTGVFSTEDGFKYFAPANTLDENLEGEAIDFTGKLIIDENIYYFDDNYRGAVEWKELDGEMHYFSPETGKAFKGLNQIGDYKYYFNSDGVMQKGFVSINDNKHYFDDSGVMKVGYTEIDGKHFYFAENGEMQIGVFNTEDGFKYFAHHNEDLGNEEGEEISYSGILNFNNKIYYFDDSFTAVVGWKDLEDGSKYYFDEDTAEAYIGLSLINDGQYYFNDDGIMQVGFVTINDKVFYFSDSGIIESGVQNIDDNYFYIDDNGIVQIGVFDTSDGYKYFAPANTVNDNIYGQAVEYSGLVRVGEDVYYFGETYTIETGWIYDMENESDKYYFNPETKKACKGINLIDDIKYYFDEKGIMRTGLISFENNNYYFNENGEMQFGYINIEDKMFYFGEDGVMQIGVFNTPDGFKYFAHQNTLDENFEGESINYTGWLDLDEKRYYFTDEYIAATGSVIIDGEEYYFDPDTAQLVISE
# Starred values were filed as active, the others as inactive.
SMILES,TcdB GH inh
C[C@H]1CN([C@@H](C)CO)C(=O)c2cccc(NC(=O)Nc3ccccc3)c2O[C@@H]1CN(C)S(=O)(=O)c1ccc(Cl)cc1,0.9
O=C(C[C@H]1CC[C@H]2[C@@H](COC[C@@H](O)CN2S(=O)(=O)c2cccc(Cl)c2)O1)NC1Cc2ccccc2C1,-1.0
CC(=O)N(C)C[C@@H]1Oc2ncc(C#Cc3ccccc3)cc2C(=O)N([C@@H](C)CO)C[C@H]1C,-0.2
C[C@@H](O)C#Cc1ccc([C@H]2[C@H]3CN(C(=O)c4cccc(F)c4)CCCCN3[C@H]2CO)cc1,0.6
CO[C@@H]1CC[C@H]2CCOc3c(C#N)cccc3C(=O)N(C)C[C@H](C)C(=O)N(C)C[C@H]1O2,-13
COc1ccc(S(=O)(=O)N(C)C[C@H]2OCCCC[C@H](C)Oc3ccc(NS(C)(=O)=O)cc3C(=O)N([C@@H](C)CO)C[C@@H]2C)cc1,0.7
COCC(=O)N(C)C[C@H]1[C@H](c2ccccc2)[C@H](CO)N1C(=O)NC(C)C,-1.4
Cc1ccc(S(=O)(=O)N(C)C[C@H]2OCCCC[C@H](C)Oc3ccc(N(C)C)cc3C(=O)N([C@H](C)CO)C[C@@H]2C)cc1,-11
C[C@@H]1CCCCO[C@H](CN(C)Cc2ccncc2)[C@H](C)CN([C@H](C)CO)C(=O)c2cc(NS(=O)(=O)c3ccccc3)ccc2O1,-1.6
Cc1noc(C)c1NC(=O)Nc1cccc2c1O[C@H](CN(C)Cc1ccncc1)[C@H](C)CN([C@H](C)CO)C2=O,0.3
COc1ccccc1-c1cn(CC[C@H]2CC[C@@H](NC(=O)CCN3CCCCC3)[C@H](CO)O2)nn1,-0.5
Cc1noc(C)c1S(=O)(=O)Nc1ccc2c(c1)CC(=O)N([C@@H](C)CO)C[C@@H](C)[C@H](CN(C)Cc1ccccc1)O2,-0.2
CC(C)CN1C(=O)[C@@]2(c3ccc([N+](=O)[O-])cc3)CC(=O)N(CC3C4CC5CC(C4)CC3C5)[C@@H]2c2ccc(CO)cc21 (stereo partly specified),-1.2
Cc1noc(C)c1NC(=O)Nc1ccc2c(c1)C(=O)N([C@H](C)CO)C[C@@H](C)[C@@H](CN(C)C(=O)Nc1ccc(C(F)(F)F)cc1)O2,0.9
CN(C)CC#Cc1ccc([C@@H]2[C@@H](CO)N3CCCCN(C(=O)NC4CCCC4)C[C@@H]23)cc1,-1.1
CC(=O)N(C)C[C@H]1OCc2ccccc2-c2c(n(C)c3ccccc23)C(=O)N([C@H](C)CO)C[C@H]1C,0.6
CNC[C@@H]1Oc2ccc(NC(=O)NC(C)C)cc2CC(=O)N([C@@H](C)CO)C[C@H]1C,0.4
C[C@H](CO)N1C[C@H](C)[C@H](CN(C)C(=O)Nc2cccc3ccccc23)Oc2ncc(C#Cc3ccc(F)cc3)cc2C1=O,0.4
COc1ccc(-c2ccc3c(c2)O[C@@H](CN(C)Cc2ccccc2C(=O)O)[C@H](C)CN([C@@H](C)CO)S3(=O)=O)cc1,2.0
C[C@@H]1CN([C@@H](C)CO)C(=O)Cc2cc(NC(=O)CCCCCC(=O)Nc3ccccc3N)ccc2O[C@@H]1CN(C)C(=O)Nc1cccc2ccccc12,-11

# No new results follow: entries from further up.
SMILES,TcdB GH inh
COc1ccccc1-c1cn(CC[C@H]2CC[C@@H](NC(=O)CCN3CCCCC3)[C@H](CO)O2)nn1,-0.5
Cc1noc(C)c1S(=O)(=O)Nc1ccc2c(c1)CC(=O)N([C@@H](C)CO)C[C@@H](C)[C@H](CN(C)Cc1ccccc1)O2,-0.2

# Continued.
SMILES,TcdB GH inh
O=C(C[C@@H]1CC[C@H]2[C@@H](COC[C@H](O)CN2C(=O)Nc2ccc(F)cc2)O1)NCC1CC1,-0.2
COc1ccc2c3c(n(C)c2c1)[C@H](CO)N(Cc1ccccc1F)CC31CN(C(=O)C2CC2)C1,-1.0
COc1ccc(CNC(=O)C[C@@H]2C[C@H]3c4cc(NC(=O)C5CCC5)ccc4O[C@H]3[C@H](CO)O2)cc1,-1.0
O=C(N[C@H]1CC[C@@H](CCNS(=O)(=O)c2ccccc2)O[C@@H]1CO)c1cccnc1,-0.8
COc1ccc2c3c(n(C)c2c1)[C@H](CO)N(CC1CCCC1)CC31CCN(C(=O)CN(C)C)CC1,-8.9
O=C(C[C@H]1C[C@@H]2c3cc(NS(=O)(=O)c4ccc(F)cc4)ccc3O[C@@H]2[C@H](CO)O1)NCCc1ccccc1,0.7
C[C@@H]1CN([C@@H](C)CO)C(=O)Cc2cc(NC(=O)C3CC3)ccc2O[C@H]1CN(C)Cc1ccc(Cl)c(Cl)c1,2.2
CN(C)C(=O)c1ccc(-c2ccccc2[C@@H]2[C@@H](C#N)N(C(=O)C3CCC3)[C@@H]2CO)cc1,1.9
O=C(C[C@H]1C[C@H]2c3cc(NS(=O)(=O)c4ccc(F)cc4)ccc3O[C@H]2[C@@H](CO)O1)NCc1ccc(-c2ccccc2)cc1,-1.0
CC(C)CC#Cc1cnc2c(c1)C(=O)N([C@@H](C)CO)C[C@@H](C)[C@H](CN(C)C(=O)c1cnccn1)O2,-0.6

# Given as labelled records: entries from further up
O=C(C[C@H]1C[C@H]2c3cc(NS(=O)(=O)c4ccc(F)cc4)ccc3O[C@H]2[C@@H](CO)O1)NCc1ccc(-c2ccccc2)cc1
  TcdB GH inh: -1.0

CC(C)CC#Cc1cnc2c(c1)C(=O)N([C@@H](C)CO)C[C@@H](C)[C@H](CN(C)C(=O)c1cnccn1)O2
  TcdB GH inh: -0.6

# (further entries)
SMILES,TcdB GH inh
CC(C)C#Cc1ccc2c(c1)O[C@H](CN(C)S(=O)(=O)c1cn(C)cn1)[C@H](C)CN([C@H](C)CO)S2(=O)=O,1.1
C[C@@H]1CN([C@@H](C)CO)C(=O)c2cc(C#CC3CC3)cnc2O[C@@H]1CN(C)S(=O)(=O)c1cccc(F)c1,0.1
CO[C@@H]1CN(C)C(=O)c2cccc(C#N)c2OC[C@H]2O[C@H](CC[C@H]2OC)CCN(C)C(=O)[C@H]1C,-1.1
COCC(=O)N1C[C@H]2[C@@H](c3ccccc31)[C@@H](CO)N2Cc1ccc(OC)cc1,-1.5
C[C@H]1CN([C@@H](C)CO)C(=O)c2cc(NC(=O)c3ccncc3)ccc2O[C@@H]1CN(C)S(=O)(=O)c1cccs1,-0.1
CNC[C@@H]1Oc2ccc(NC(=O)Nc3cccc4ccccc34)cc2CC(=O)N([C@@H](C)CO)C[C@@H]1C,0.3
CC(C)NC(=O)N1CC[C@@H]2[C@H]1c1cc(-c3ccccc3)ccc1N(C)[C@H]2CO,15*
Cc1nc(S(=O)(=O)NC2CCN(Cc3ccc(OCCO)cc3)CC2)cn1C,-1.5
Cc1ccc(S(=O)(=O)N[C@H]2CC[C@@H](CCNC(=O)C3CCOCC3)O[C@@H]2CO)cc1,-13
CC(C)CC#Cc1cnc2c(c1)C(=O)N([C@H](C)CO)C[C@@H](C)[C@H](CN(C)C(=O)c1ccc(F)cc1)O2,1.1
O=C(CC(F)(F)F)N1C[C@H]2[C@@H](c3ccccc31)[C@@H](CO)N2C(=O)CN1CCOCC1,-0.1
CC(C)NC(=O)N[C@@H]1CC[C@H](CC(=O)NCc2ccc(Oc3ccccc3)cc2)O[C@H]1CO,-4.6
COc1ccc(NC(=O)Nc2cccc3c2O[C@@H](CN(C)Cc2ccncc2)[C@H](C)CN([C@H](C)CO)C3=O)cc1,-0.3
NCCCCCNC(=O)[C@@H]1C[C@@H]2C(=O)N[C@@H](Cc3ccccc3)C(=O)N2[C@@H]1c1ccc(O)cc1,0.2
COc1ccc(NC(=O)N(C)C[C@@H]2Oc3c(NS(=O)(=O)c4ccc(Cl)cc4)cccc3C(=O)N([C@H](C)CO)C[C@H]2C)cc1,0.9
O=C(C[C@@H]1CC[C@H]2[C@@H](COC[C@H](O)CN2S(=O)(=O)c2cccc(F)c2)O1)Nc1ccc(-c2ccccc2)cc1,0.2
C[C@@H]1CN([C@H](C)CO)C(=O)c2cc(NC(=O)CCC(F)(F)F)ccc2O[C@@H]1CN(C)Cc1ccncc1,0.1
COCC#Cc1cnc2c(c1)C(=O)N([C@H](C)CO)C[C@@H](C)[C@H](CN(C)C)O2,0.6
C[C@H]1CN([C@@H](C)CO)C(=O)Cc2cc(NC(=O)CCCCCC(=O)Nc3ccccc3N)ccc2O[C@H]1CN(C)Cc1ccc(-c2ccccc2)cc1,1.4
CC(=O)N1[C@@H]2c3ccc(/C=C/c4ccccc4)c(=O)n3C[C@H]1[C@H](CO)[C@H]2C(=O)N(C)C,0.8
COc1ccc(-c2cn(CC[C@H]3CC[C@H](NC(=O)Cc4ccccn4)[C@H](CO)O3)nn2)cc1,-0.1
C[C@H](CO)N1C[C@H](C)[C@H](CN(C)Cc2ccc(C(=O)O)cc2)Oc2c(NS(=O)(=O)c3cn(C)cn3)cccc2C1=O,0.0
O=C(C[C@H]1CC[C@H]2[C@@H](COC[C@@H](O)CN2Cc2cccc(C(F)(F)F)c2)O1)NCc1ccc(F)cc1,0.6
Cc1noc(C)c1S(=O)(=O)N(C)C[C@@H]1Oc2ccc(NS(=O)(=O)c3ccccc3)cc2CC(=O)N([C@@H](C)CO)C[C@@H]1C,0.2
COc1ccc(CN(C)C[C@H]2OCCCC[C@@H](C)Oc3ccc(NC(=O)NC(C)C)cc3C(=O)N([C@H](C)CO)C[C@@H]2C)cc1,1.1
CN(C)C(=O)c1ccc(-c2ccccc2[C@@H]2[C@@H](C#N)N(C(=O)C3CC3)[C@H]2CO)cc1,0.4
CC(C)NC(=O)N(C)C[C@H]1Oc2c(cccc2N(C)C)C(=O)N([C@H](C)CO)C[C@H]1C,-0.3
CO[C@H]1CC[C@H]2CCOc3ccc(C#N)cc3C(=O)N(C)C[C@H](OC)[C@@H](C)C(=O)N(C)C[C@@H]1O2,-0.5
COCC#Cc1ccc2c(c1)O[C@@H](CN(C)Cc1ccc(F)cc1)[C@@H](C)CN([C@H](C)CO)S2(=O)=O,2.9
CS(=O)(=O)N1[C@@H]2c3ccc(-c4cccc(F)c4)c(=O)n3C[C@H]1[C@H](CO)[C@H]2C(=O)N1CCCCC1,0.1
COc1cccc(NC(=O)Nc2ccc3c(c2)C(=O)N(C)C[C@@H](OC)[C@H](C)CN(CCC(F)(F)F)[C@H](C)CO3)c1,-3.0
C[C@H]1CN([C@@H](C)CO)C(=O)c2cc(-c3cccnc3)cnc2O[C@@H]1CN(C)C(=O)Nc1ccc(F)cc1,-1.1
C[C@@H]1CN([C@@H](C)CO)S(=O)(=O)c2ccc(C#C[C@@H](C)O)cc2O[C@@H]1CN(C)C(=O)Cc1ccccn1,-10
C[C@H]1CN([C@@H](C)CO)C(=O)c2cccc(NC(=O)CCCCCC(=O)Nc3ccccc3N)c2O[C@@H]1CN(C)S(=O)(=O)c1ccc(F)cc1,0.5
CCNC(=O)C[C@H]1CC[C@@H]2[C@H](COc3ccc(NC(=O)Nc4ccccc4Cl)cc3C(=O)N2C)O1,5.6
C[C@H]1CN([C@@H](C)CO)C(=O)c2cc(NS(=O)(=O)c3cn(C)cn3)ccc2O[C@H]1CN(C)C(=O)Nc1ccccc1,-0.4
CCC(=O)Nc1ccc2c(c1)OC[C@@H](C)N(C(=O)c1cnccn1)C[C@H](C)[C@H](OC)CN(C)C2=O,0.1
O=C(O)[C@@H]1[C@@H](CO)[C@@H]2Cn3c(ccc(-c4ccncc4)c3=O)[C@H]1N2C(=O)C1CCCC1,-10
C[C@@H]1CN([C@@H](C)CO)C(=O)c2cccc(NC(=O)c3ccc(-c4nccs4)cc3)c2O[C@@H]1CN(C)Cc1ccc(-c2ccccc2)cc1,1.0
Cc1noc(C)c1S(=O)(=O)Nc1ccc2c(c1)CC(=O)N([C@H](C)CO)C[C@H](C)[C@@H](CN(C)C(=O)Nc1ccc(F)cc1)O2,1.5

# Quoted at random: 3 entries already listed.
SMILES,TcdB GH inh
CC(C)CC#Cc1cnc2c(c1)C(=O)N([C@H](C)CO)C[C@@H](C)[C@H](CN(C)C(=O)c1ccc(F)cc1)O2,1.1
C[C@@H](O)C#Cc1ccc([C@H]2[C@H]3CN(C(=O)c4cccc(F)c4)CCCCN3[C@H]2CO)cc1,0.6
C[C@@H]1CN([C@@H](C)CO)S(=O)(=O)c2ccc(C#C[C@@H](C)O)cc2O[C@@H]1CN(C)C(=O)Cc1ccccn1,-10

# Other results:
SMILES,TcdB GH inh
O=C(C[C@@H]1CC[C@H]2[C@@H](COC[C@@H](O)CN2S(=O)(=O)c2ccccc2)O1)Nc1ccc(-c2ccccc2)cc1,-0.2
C[C@@H]1CCCCO[C@H](CN(C)Cc2ccc(C(=O)Nc3ccccc3N)cc2)[C@@H](C)CN([C@H](C)CO)C(=O)c2cc(NS(=O)(=O)c3cn(C)cn3)ccc2O1,0.7
C[C@@H]1CN([C@H](C)CO)S(=O)(=O)c2ccc(Br)cc2O[C@@H]1CN(C)Cc1ccncc1,0.1
Cc1ccc(S(=O)(=O)N(C)C[C@H]2OCCCC[C@H](C)Oc3ccc(NC(=O)Cc4ccccc4)cc3C(=O)N([C@H](C)CO)C[C@@H]2C)cc1,0.8
C[C@@H]1CN([C@@H](C)CO)C(=O)c2cccc(NS(=O)(=O)c3ccccc3)c2O[C@H]1CN(C)Cc1ccc(Cl)c(Cl)c1,1.5
C[C@H](CO)N1C[C@H](C)[C@@H](CN(C)S(=O)(=O)c2ccc(Cl)cc2)OCCCC[C@H](C)Oc2ccc(NC(=O)Nc3cccc4ccccc34)cc2C1=O,0.4
O=C(C1CCOCC1)N1CC2(C1)[C@H](c1ccccc1)[C@@H](CO)N2CCC(F)(F)F,0.4
C[C@@H]1CN([C@@H](C)CO)C(=O)c2cc(-c3cncnc3)cnc2O[C@H]1CN(C)C(=O)c1ccccc1F,0.8
COc1ccc(CN(C)C[C@H]2Oc3ccc(NS(=O)(=O)c4cccs4)cc3CC(=O)N([C@H](C)CO)C[C@@H]2C)cc1,0.1
C[C@H](CO)N1C[C@H](C)[C@@H](CN(C)C(=O)Nc2ccc3c(c2)OCO3)Oc2cc(C#Cc3ccccc3)ccc2S1(=O)=O,-4.8

# An excerpt; the hit share may differ from the screen's.
